Bioassay records as filed in PubChem.
RAD52 anneal inh – RAD52 DNA annealing inhibitors, primary screen, biochemical, FRET, single point, set 2 | DNA repair protein RAD52 homolog (Homo sapiens), P43351 | recombinant RAD52 DNA annealing, FRET fluorescence | AID 651710, 2012 | hit rate 0.46% among 360,000 | inhibition, % at 18.7 µM;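 active means every replicate showing at least 50% inhibition; inconclusive means mean inhibition at least 50% but not in every replicate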
Target sequence (P43351 whole entry, looked up): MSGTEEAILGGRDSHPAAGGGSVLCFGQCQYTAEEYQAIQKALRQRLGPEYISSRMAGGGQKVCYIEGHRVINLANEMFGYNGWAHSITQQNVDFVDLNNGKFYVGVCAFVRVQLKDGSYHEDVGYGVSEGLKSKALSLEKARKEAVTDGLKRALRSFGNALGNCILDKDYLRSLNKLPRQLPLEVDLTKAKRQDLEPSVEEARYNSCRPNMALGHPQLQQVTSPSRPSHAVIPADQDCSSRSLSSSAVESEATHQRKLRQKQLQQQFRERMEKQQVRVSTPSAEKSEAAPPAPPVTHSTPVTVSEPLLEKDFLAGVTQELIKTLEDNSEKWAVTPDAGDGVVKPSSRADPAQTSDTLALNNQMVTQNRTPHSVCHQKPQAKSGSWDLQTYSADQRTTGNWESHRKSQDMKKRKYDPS
DENV2 CPE rescue – inhibitors of DENV2 cytopathic effect, primary screen, cell-based, plate reader, single concentration. AID 651640, 2012. CPE inhibition, % at 9.99 µM. hit rate 1.7% among 350,000. DENV2-infected cells, cytopathic effect rescue; in the data active means CPE inhibition above about 20%, passing the limit was not always enough; inconclusive means no clear call, values can overlap the other calls; tested in BHK-21 cells;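 further: 0% = median of neutral control wells and 100% = median of positive control wells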
Casp6 inh – human caspase-6 inhibitors, primary screen, biochemical, VEID-R110 fluorescence, single point, set 2; purified caspase-6, Z-VEID-R110 cleavage fluorescence; hit rate 0.53% among 350,000; inhibition, % at 12.5 µM; P55212; AID 686996, 2013;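 active means mean inhibition across replicates at least about 35%, with every replicate also reaching that limit, limit read from the data; inconclusive means only one of the two criteria met; inactive means neither criterion met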;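 further: 0% = median of neutral control wells and 100% = no fluorescence left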
RAD54 branch – inhibitors of human RAD54 branch migration, primary screen, biochemical, fluorescence, single point; RAD54 Holliday junction branch migration, FAM/BHQ fluorescence; DNA repair and recombination protein RAD54-like (Homo sapiens), Q92698; hit rate 0.14% among 360,000; inhibition, % at 10.4 µM;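 active means mean normalized replicate activity at least 40 and at least half of replicates scoring 40 or more; inconclusive means only one of the two criteria met; inactive means mean below 40 and under half of replicates reaching 40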;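 further: 0% = median of neutral control wells and 100% = median of positive control wells; inhibitors cause a drop in the FAM fluorescence signal; in these data hits start at about 50%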
XiGFP reactiv – activators of inactive X chromosome reactivation, primary screen, imaging, XiGFP fibroblasts, GFP high-content imaging, set 2; activation, % at 7.58 µM; XiGFP mouse fibroblasts, % GFP-positive cells imaging, 3 d; cells co-treated with 5-aza-dC sensitizer; scaled so ellipticine positive control = 100%; hit rate 0.055% among 360,000;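 active means mean normalized replicate activation at least 10% and every replicate at or above 10%; inconclusive means only one of the two criteria met; inactive means mean below 10% and not all replicates reach 10%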;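 further: 0% = median of on-plate neutral control wells and 100% = ellipticine 6 µM median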
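System: SV40-immortalized XiGFP fibroblast cells, line 68-5-11 / Incubation: 3-day compound exposure, then 15 min fixation at room temperature / Compound: single concentration per compound, delivered by pin transfer / Buffer or medium: DMEM plus 5-aza-dC sensitizer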
F508del corr – F508del CFTR correction, initial screen, CFBE line, single point; CFBE cells, YFP halide quenching; stimulated with forskolin plus potentiator P3; % fluorescence drop versus neutral controls; hit rate 0.36% among 350,000; activity (quench increase), % at 7.58 µM; AID 720511, 2013;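 active means mean added fluorescence quench of at least 8% versus neutral control, with both replicates also reaching 8%; inconclusive means only one of the mean or replicate conditions met; inactive means mean below 8% and not both replicates reaching 8%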;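 further: cells transiently co-express mutant CFTR-F508del with the halide-sensitive YFP; corrector assay measuring rescue of mutant channel to the surface after 24 h compound exposure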
INS-1E GSIS act – GLuc luminescence reporter in INS-1E cells, primary screen for activators of glucose-dependent secretion of insulin. activation, % at 16.6 µM. hit rate 0.61% among 370,000. INS-1E GLuc reporter insulin secretion, 2-3 h;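 active means lowest replicate activation of at least 40%, so every replicate reaches that level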;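 further: 0% = median of neutral control wells and 100% = median of IBMX positive control wells; some compounds called inactive have numbers as strong as hits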
E-sel inducer – E-selectin induction in HUVECs, primary screen, imaging, HUVEC, immunofluorescence imaging, single point. hit rate 0.37% among 260,000. activation, % at 7.58 µM. normalized: neutral wells 0, TNF-alpha wells 100. AID 686992, 2013;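 active means mean E-selectin-positive cell signal at least 10% of the positive control, reached in at least 60% of replicates, without over 20% cell loss; inconclusive means no rule given, readout overlaps actives, possibly toxicity-flagged; inactive means the rest, including those meeting only one limit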;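 further: in these data hits start at about 27%; measured in HUVEC primary endothelial cells; signal is the percent of cells scored E-selectin positive by PE staining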
Target sequence (P16581 whole entry, looked up): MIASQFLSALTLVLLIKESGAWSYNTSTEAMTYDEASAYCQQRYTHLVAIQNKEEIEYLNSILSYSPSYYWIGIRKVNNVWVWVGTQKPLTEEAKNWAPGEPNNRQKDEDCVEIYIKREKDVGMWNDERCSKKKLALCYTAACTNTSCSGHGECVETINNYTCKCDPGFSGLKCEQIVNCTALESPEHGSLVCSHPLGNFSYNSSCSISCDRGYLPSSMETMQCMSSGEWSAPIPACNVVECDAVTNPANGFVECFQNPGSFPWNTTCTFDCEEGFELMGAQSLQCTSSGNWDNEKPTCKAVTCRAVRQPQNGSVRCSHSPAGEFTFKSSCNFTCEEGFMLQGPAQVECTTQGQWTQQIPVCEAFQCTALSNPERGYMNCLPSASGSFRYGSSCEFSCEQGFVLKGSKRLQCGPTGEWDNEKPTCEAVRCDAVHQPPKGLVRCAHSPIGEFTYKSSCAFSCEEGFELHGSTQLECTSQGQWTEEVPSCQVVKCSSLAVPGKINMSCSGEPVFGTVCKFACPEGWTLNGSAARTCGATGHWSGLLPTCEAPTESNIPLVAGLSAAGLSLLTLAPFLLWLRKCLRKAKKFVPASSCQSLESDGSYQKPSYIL
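Test system: HUVEC | Signal: Immunofluorescence imaging | Read-out: Percent E-selectin-positive cells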
* = called active by the depositor; ? = inconclusive; / = no result given; & = joins results of further samples.

SMILES	RAD52 anneal inh	DENV2 CPE rescue	Casp6 inh	RAD54 branch	XiGFP reactiv	F508del corr	INS-1E GSIS act	E-sel inducer
O=C(O)c1ccccc1C(=O)OCc1c(-c2ccccc2)ncc2ccccc12	-16	1	-2	5	-0.2	-2.2	2	0.2
O=C1c2cccc3cccc(c23)C(=O)N1c1cccnc1	0	12	8	/	/	-0.4	-13	/
Cc1c(NC(=O)COC(=O)c2ccc[nH]c2=O)c(=O)n(-c2ccccc2)n1C	-23	?	-1	-10	0.1	/	6	-1.6
COCC(=O)N1CC(=O)N2[C@H](CO)[C@@H](c3ccc(-c4ccccc4F)cc3)[C@H]2C1	-20	-1	0	/	0.2	-3.3	-8	2.3
O=C(N1CCCCC1)C1(S(=O)(=O)c2ccccc2)CC=CC1	-3	-2	-3	-7	0.0	-2.1	5	-0.1
CN(C)S(=O)(=O)c1cccc(NC(=O)c2cccc(S(=O)(=O)N3CCCCC3)c2)c1	-20	-1	-4	0	0.0	-1.2	-23	-0.1
CCCN(C(=O)CCNC(=O)c1ccc(Cl)cc1)c1c(N)n(Cc2ccccc2)c(=O)[nH]c1=O	-6	-5	-3	-2	0.0	0.9	8	/
COc1ccc2sc(-c3ccc(SC)cc3)c(C#CCO)c2c1	-37	-5	-2	0	0.0	1.0	10	0.4
CCS(=O)(=O)c1ccc(-c2cccc(NC(=O)c3ccco3)c2)nn1	-14	3	1	8	0.1	-3.9	6	/
COc1ccc(S(=O)(=O)N2CCCCCC2)cc1C(=O)OCC(=O)NC(C)(C)C	-9	/	0	/	0.0	-0.4	0	/
CCN(Cc1ccccc1)C(=O)CC1Oc2ccccc2NC1=O (configuration not stated)	3	6	-2	4	-0.2	0.5	7	/
COc1ccc(NC(=O)N(C)C[C@@H]2Oc3ccc(NC(=O)C4CCCCC4)cc3CC(=O)N([C@@H](C)CO)C[C@@H]2C)cc1	-6	1	-2	-1	-0.6	-1.1	-1	-0.1
CCNC(=O)C[C@H]1CC[C@H]2[C@@H](COc3ccc(NC(=O)Nc4cccc(C#N)c4)cc3C(=O)N2C)O1	-2	-6	3	1	0.0	0.0	-1	0.1
CCCCCCC(=O)Nc1ccc(S(=O)(=O)Nc2onc(C)c2C)cc1	-2	3	5	/	-0.1	3.1	8	0.3
O=C1CSC(=S)N1N=Cc1c(F)cccc1Cl	-86	-1	6	-10	0.1	1.8	-10	-0.1
COc1ccc(-c2nnc(CSc3ncnc4sc5c(c34)CCC5)o2)cc1OC	-3	1	0	2	/	-1.9	44	/
C[C@H](NC(=O)C[C@H]1CC[C@@H]2[C@H](COC[C@H](O)CN2Cc2ccc(C(F)(F)F)cc2)O1)c1ccccc1	0	0	2	5	0.0	1.7	-5	-0.1
CCCCCCC(=O)Nc1nc(C)c(-c2csc(Nc3cc(Cl)ccc3OC)n2)s1	-13	-6	6	-3	0.0	0.2	-22	0.0
CCn1cc(SCC(=O)NCC2CCCO2)c2ccccc21 (configuration not stated)	-2	-8	-2	-8	0.2	-5.6	/	0.0
CN(C)c1ccc(NC(=O)c2cccc([N+](=O)[O-])c2)c2ccccc12	-13	13	-1	3	0.2	-2.6	14	0.1
O=C(NCCCN1CCOCC1)C1CCN(S(=O)(=O)c2ccccc2)CC1	0	1	-6	2	0.3	1.2	10	3.1
O=C(CSC1CS(=O)(=O)c2cc([N+](=O)[O-])ccc21)NNC(=O)c1ccc(Cl)cc1 (configuration not stated)	-11	?	2	7	0.1	-3.1	-22	6.2
COCC(=O)N1CCCC(C(=O)c2ccc3c4c(cccc24)CC3)C1 (configuration not stated)	-8	-2	0	2	-0.3	-1.9	-7	1.3
O=C(C[C@@H]1C=C[C@@H](NC(=O)c2ccncc2)[C@H](CO)O1)Nc1ccccc1	-14	35*	1	/	0.2	-0.8	551	0.3

4 compounds drawn at random from those above:
SMILES	RAD52 anneal inh	DENV2 CPE rescue	Casp6 inh	RAD54 branch	XiGFP reactiv	F508del corr	INS-1E GSIS act	E-sel inducer
O=C1CSC(=S)N1N=Cc1c(F)cccc1Cl	-86	-1	6	-10	0.1	1.8	-10	-0.1
CCn1cc(SCC(=O)NCC2CCCO2)c2ccccc21 (configuration not stated)	-2	-8	-2	-8	0.2	-5.6	/	0.0
O=C(CSC1CS(=O)(=O)c2cc([N+](=O)[O-])ccc21)NNC(=O)c1ccc(Cl)cc1 (configuration not stated)	-11	?	2	7	0.1	-3.1	-22	6.2
O=C(NCCCN1CCOCC1)C1CCN(S(=O)(=O)c2ccccc2)CC1	0	1	-6	2	0.3	1.2	10	3.1

(further entries)
SMILES	RAD52 anneal inh	DENV2 CPE rescue	Casp6 inh	RAD54 branch	XiGFP reactiv	F508del corr	INS-1E GSIS act	E-sel inducer
NS(=O)(=O)c1cccc(NC(=O)COC(=O)CC2Sc3ccccc3NC2=O)c1 (configuration not stated)	-16	-4	2	-6	0.1	-2.1	-3	0.1
O=C1OC(c2cccs2)=N/C1=C\c1ccc(-c2ccccc2Cl)o1	-43	1	21	-6	/	0.5	-9	/
CCCCNC(=O)Nc1ccccc1CC	-13	-1	-4	6	-0.1	1.2	19	/
CCN(Cc1ccccc1)C(=O)c1ccc(C(=O)N(CC)Cc2ccccc2)cc1	-19	-7	0	-9	-0.1	5.0	-36	-0.1
COc1cc2c(cc1N)-c1ccc(N)cc1C2=O	-9	8	-2	26	0.0	-1.0	/	0.4
O=C(CN1CCCc2ccccc21)Nc1cccc(S(=O)(=O)N2CCOCC2)c1	-39	-3	8	-11	0.2	-1.3	2	0.1
CCc1ccc(-c2cc(C(F)(F)F)n3nc(C(=O)Nc4c(C)nn(Cc5ccc(F)cc5)c4C)cc3n2)s1	-15	3	1	3	/	2.7	1	/
COc1ccc(C2NC(=S)NC3=C2CCCC3=C2SCCS2)cc1 (configuration not stated)	-12	8	-2	-6	0.5	11*	2	/
COc1ccc(S(=O)(=O)Nc2ccc3c(c2)C(=O)N([C@H](C)CO)C[C@H](C)[C@H](CN(C)CC2CC2)OCCCC[C@H](C)O3)cc1	27	1	-5	-2	-0.6	2.4	6	1.3
COC(=O)[C@H](Cc1ccc(O)cc1)NC(=O)Cn1cnc2c(OCc3ccccc3)ncnc21	1	-6	1	5	0.0	-1.8	4	3.9
COc1cc(/C=C/C(=O)Nc2nnc(CC(C)(C)C)s2)cc(OC)c1OC	-4	100*	1	0	0.0	-3.2	-8	-0.6
O=C(COC(=O)c1ccc(O)cc1)Nc1cc(S(=O)(=O)N2CCOCC2)ccc1N1CCOCC1	-37	-5	1	/	0.3	-1.1	6	-0.8
CC(=O)Nc1ccccc1C(=O)C(=O)Nc1cccc(C(=O)NCC2CCCO2)c1 (configuration not stated)	-10	-5	-2	/	-0.1	0.6	11	-3.6
C[C@@H]1CN([C@H](C)CO)C(=O)c2cc(C3=CCCCC3)cnc2O[C@H]1CN(C)Cc1ccccc1C(=O)O	12	-1	-2	1	0.0	-1.3	4	0.2
COc1ccc(S(=O)(=O)N2CCCOC2CNC(=O)C(=O)NCc2ccccn2)cc1 (configuration not stated)	-9	-4	-3	6	-0.1	-0.7	/	-0.1
O=C(NCCC1CCCCN1S(=O)(=O)c1ccc(F)cc1)C(=O)Nc1ccccc1 (configuration not stated)	-2	-1	4	0	0.2	2.2	-14	2.4
CCOC(=O)N1CCN(C(=O)C2CCN(C(=O)c3ccc([N+](=O)[O-])cc3)CC2)CC1	-11	-3	1	-2	0.1	2.0	13	0.2
Cc1ccc(S(=O)(=O)N2C[C@H](O)COC[C@@H]3O[C@@H](CC(=O)NCCN4CCCCC4)CC[C@H]32)cc1	-9	-9	-18	1	0.0	1.1	9	0.2
CC(NC(=O)COC(=O)CSc1ccc(F)cc1)c1ccc(F)cc1 (configuration not stated)	-14	5	-3	/	0.0	-3.0	-1	1.2
Cn1cc(S(=O)(=O)Nc2cccc3ccccc23)c(=O)n(C)c1=O	-16	-2	-1	8	0.3	1.0	4	0.0
Cc1ccc2nc(C)c3c(c2c1)SCC3	-14	-2	4	7	0.1	-1.9	-4	0.0
C/C(=N\NC(=O)CCC(=O)NCc1ccccc1)c1ccc([N+](=O)[O-])cc1	1	?	-2	6	0.0	-0.7	11	0.0
C[C@H]1CCCCO[C@@H](CN(C)S(=O)(=O)c2cccs2)[C@@H](C)CN([C@@H](C)CO)C(=O)c2cc(NS(=O)(=O)c3cn(C)cn3)ccc2O1	109*	9	1	-1	-0.1	0.4	6	/
Cc1cc(C(=O)Nc2cccc3c2O[C@@H](CN(C)C(=O)Nc2ccccc2)[C@@H](C)CN([C@@H](C)CO)C3=O)n(C)n1	-12	10	3	11	-0.5	-3.1	-1	-0.2
N#CCCCc1cc2ccccc2cn1	-10	-11	-2	-3	0.2	0.5	51*	/
C[C@H](CO)N1C[C@H](C)[C@H](CN(C)C(=O)Nc2cccc3ccccc23)Oc2ccc(NC(=O)Cc3cn(C)c4ccccc34)cc2CC1=O	-13	0	2	-5	-0.3	3.4	10	0.0
CCN(CC)N=Nc1ccc(S(=O)(=O)Nc2nc(C)cc(C)n2)cc1	-12&-16	8&-5	0	1&-1	0.1&0.0	0.2&-4.5	-8&-8	-0.1&-0.1
COc1ccc(NC(=O)Nc2ccc3c(c2)C(=O)N([C@H](C)CO)C[C@H](C)[C@@H](CN(C)C(=O)CCCN(C)C)OCCCC[C@H](C)O3)cc1	11	-2	-1	-5	0.1	-1.7	28	-0.1
O=[N+]([O-])c1ccccc1S(=O)(=O)Nc1cccc(-c2ccc(N3CCCC3)nn2)c1	-3	3	9	-6	0.0	1.0	-19	-0.1
Cc1noc(C)c1S(=O)(=O)N(C)C[C@H]1OCc2ccccc2-c2c(n(C)c3ccccc23)C(=O)N([C@H](C)CO)C[C@@H]1C	3	-5	0	8	0.0	-0.1	18	-0.4
ON=C(CCc1ccccc1)CCc1ccccc1	-6	0	-3	2	0.1	1.3	-2	0.6
O=C(NCCC1=CCCCC1)c1ccc(Cl)c([N+](=O)[O-])c1	-9	-17	1	4	0.0	1.7	-21	/
COc1ccc(S(=O)(=O)N2CCN(C)CC2)cc1NC(=O)c1ccccc1	-11	10	0	-8	-0.1	-1.5	4	0.2
COc1ccc(C(=O)C2CCCN(C(=O)c3cc(C)nc(C)n3)C2)cc1OC (configuration not stated)	-2	-4	-2	4	0.3	1.3	/	1.9
CCCc1nnc(NC(=O)C2CC(=O)N(C3CCCC3)C2)s1 (configuration not stated)	-5	0	-3	-5	0.0	0.4	17	/
COc1ccccc1C(=O)Nc1ccc(OCC(=O)N2CC(C)CC(C)C2)cc1 (configuration not stated)	-12	3	2	-6	3.9	2.2	/	-0.1
Cc1cnc(CNC(=O)CC2C(=O)NCCN2Cc2ccccc2F)cn1 (configuration not stated)	-28	0	0	-3	0.0	-0.4	2	-0.4
O=C(O)c1cc(S(=O)(=O)NCCN2CCNC2=O)ccc1O	-7	-13	-5	-13	0.3	-0.6	19	-0.2
